BAP1 inh = blocks human BAP1 ubiquitin-AMC hydrolysis. 0.48% of 72,000 active. AID 436. recombinant BAP1, Ub-AMC hydrolysis fluorescence kinetic; hits give low values. Q92560. activity remaining (% of control), % at 20 µM;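 active = activity remaining at or below 50% of control, provided the compound also passes the data quality filters; inactive = the rest, including low values that fail the filters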;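 also: 100% = DMSO wells rate and 0% = substrate alone blank rate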
Target sequence (Q92560 whole entry, looked up): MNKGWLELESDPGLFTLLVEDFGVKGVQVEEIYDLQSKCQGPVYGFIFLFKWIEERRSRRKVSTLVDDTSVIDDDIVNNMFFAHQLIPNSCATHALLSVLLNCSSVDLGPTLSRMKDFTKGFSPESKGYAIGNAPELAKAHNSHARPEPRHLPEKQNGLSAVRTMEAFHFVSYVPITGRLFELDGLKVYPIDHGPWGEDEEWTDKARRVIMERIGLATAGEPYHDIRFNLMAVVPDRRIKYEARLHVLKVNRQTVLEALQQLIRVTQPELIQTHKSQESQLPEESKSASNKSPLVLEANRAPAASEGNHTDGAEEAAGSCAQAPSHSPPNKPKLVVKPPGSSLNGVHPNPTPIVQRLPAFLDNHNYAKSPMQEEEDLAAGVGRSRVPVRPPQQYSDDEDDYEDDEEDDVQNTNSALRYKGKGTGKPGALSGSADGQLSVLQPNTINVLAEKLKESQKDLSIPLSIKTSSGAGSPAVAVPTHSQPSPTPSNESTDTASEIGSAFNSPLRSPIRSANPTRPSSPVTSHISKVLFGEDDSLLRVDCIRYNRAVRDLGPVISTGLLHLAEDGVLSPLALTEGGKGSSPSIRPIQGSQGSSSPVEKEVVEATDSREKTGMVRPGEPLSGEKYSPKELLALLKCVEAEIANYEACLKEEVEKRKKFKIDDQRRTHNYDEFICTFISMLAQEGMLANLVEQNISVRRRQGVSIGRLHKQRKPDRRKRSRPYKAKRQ
HePTP inhibitor = human HePTP phosphatase inhibition | P35236 | 0.64% of 110,000 active | recombinant HePTP phosphatase activity, OD absorbance | inhibition, % at 20 µM; in the data active = inhibition above about 50%;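 also: plate controls were vehicle for no effect and reference inhibitor for full effect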
Starred values were filed as active, the others as inactive; . = no result given; & = joins results of further samples.

#1 Cc1sccc1C1C(C#N)=C(N)SC(N)=C1C#N
#2 Cc1cccc(-c2nc3sc4c(c3c(=O)o2)CCC4)c1
#3 COc1ccc(OC)c(N2C(=O)c3ccc(OC)c(OC)c3C2=O)c1
#4 COc1ccccc1C1C(C(N)=O)=C(C)Nc2ncnn21 (stereo not drawn)
#5 Cc1cccc2cc(C(c3nnnn3Cc3ccc4c(c3)OCO4)N3CCCC3)c(=O)[nH]c12 (stereo not drawn)
#6 COc1ccc(-c2cc(C(F)(F)F)nc(SCCC(=O)N3CCN4CCCC4C3)n2)cc1 (stereo not drawn)
#7 O=c1[nH]c2cc(Cl)ccc2c(O)c1-c1ccc(Oc2ccccc2)cc1
#8 O=C(CSc1nc2ccccc2c(=O)[nH]1)c1cccs1
Screen / compound no.	1	2	3	4	5	6	7	8
BAP1 inh	87	.	.	102	85	201	94	86
HePTP inhibitor	2	-3	2	6	-2	.	.	-13

#9 O=C(CSc1nc2ccccc2s1)N/N=C/c1cccc2ccccc12
#10 Cc1ccc(N2C(=O)CC(Sc3nc4ccccc4s3)C2=O)cc1Cl (stereo not drawn)
#11 O=C(O)Cn1cc(C(=O)c2ccco2)c2ccccc21
#12 Cc1c(NC(=O)c2ccc(I)cc2[N+](=O)[O-])c(=O)n(-c2ccccc2)n1C
#13 COc1ccc(CCNC(=O)c2cnn3ccccc23)c(OC)c1OC
#14 Cc1ccc(S(=O)(=O)N2CCN(c3ncnc4c3cnn4-c3ccccc3)CC2)cc1
#15 CCn1c(CNc2ccccc2Cl)nnc1SCCN1CCCCC1
#16 Cc1ccc(C(=O)Oc2cccc3ccc(C)nc23)cc1
Screen / compound no.	9	10	11	12	13	14	15	16
BAP1 inh	.	.	85	.	96	70	100	.
HePTP inhibitor	-16	7	-4	-6	6	6	9	5

Five entries already listed, ordered by molecular weight, low to high.
#11 O=C(O)Cn1cc(C(=O)c2ccco2)c2ccccc21
#16 Cc1ccc(C(=O)Oc2cccc3ccc(C)nc23)cc1
#13 COc1ccc(CCNC(=O)c2cnn3ccccc23)c(OC)c1OC
#15 CCn1c(CNc2ccccc2Cl)nnc1SCCN1CCCCC1
#12 Cc1c(NC(=O)c2ccc(I)cc2[N+](=O)[O-])c(=O)n(-c2ccccc2)n1C
Screen / compound no.	11	16	13	15	12
BAP1 inh	85	.	96	100	.
HePTP inhibitor	-4	5	6	9	-6

Full records from above.
Cc1ccc(N2C(=O)CC(Sc3nc4ccccc4s3)C2=O)cc1Cl (stereo not drawn) across the screens: BAP1 inh = .; HePTP inhibitor = 7
CCn1c(CNc2ccccc2Cl)nnc1SCCN1CCCCC1 across the screens: BAP1 inh = 100; HePTP inhibitor = 9
COc1ccc(CCNC(=O)c2cnn3ccccc23)c(OC)c1OC across the screens: BAP1 inh = 96; HePTP inhibitor = 6

Additional compounds follow.
#17 CCCOc1ccccc1C1C(C(=O)OCCc2ccccc2)=C(C)NC2=C1C(=O)CCC2 (stereo not drawn)
#18 COc1ccccc1N1CCN(/N=C\c2ccccc2[N+](=O)[O-])CC1
#19 O=C(O)C1CCCN1c1ncccn1 (stereo not drawn)
#20 Cc1n[nH]c(C)c1CCCCCCOc1ccccc1Cl
#21 NS(=O)(=O)c1ccc(NS(=O)(=O)/C=C/c2ccccc2)cc1
#22 CC(=O)c1cccc(NC(=O)CN(C2CCCCC2)S(C)(=O)=O)c1
#23 Cc1cc(C)nc(SCc2nnc(SCC(=O)Nc3ccc(Cl)c(C(F)(F)F)c3)o2)n1
#24 CCCCC(=O)Nc1ccc2c(c1)nc1n2CCOC1
Screen / compound no.	17	18	19	20	21	22	23	24
BAP1 inh	.	.	110	.	90	60	80	97
HePTP inhibitor	5	3	4	7	2	-1	5	3

#25 COc1ccc(Br)cc1CN1CCN(Cc2ccc3c(c2)OCO3)CC1
#26 O=C(Nc1ccccc1Cl)N1CCN(c2ccc(F)cc2)CC1
#27 COc1ccc(N2C(=O)C3ON(c4ccccc4)C(c4ccncc4)C3C2=O)cc1 (stereo not drawn)
#28 CC(Cl)=CCSc1nc2c(c(=O)[nH]c(=O)n2C)n1Cc1cccc(Br)c1
#29 Cc1c(NC(=O)C2Cc3ccccc3CN2C(=O)c2ccco2)c(=O)n(-c2ccccc2)n1C (stereo not drawn)
#30 O=C(Cn1c(NCCCO)nc2ccccc21)c1ccc(Br)s1
#31 CCc1nc2c(C)ccc(C)c2c(N)c1C
#32 CN(Cc1ccccc1)C(=O)CCCn1c(=O)[nH]c2cc(Cl)ccc2c1=O
Screen / compound no.	25	26	27	28	29	30	31	32
BAP1 inh	.	.	.	78	116	.	.	114
HePTP inhibitor	5	2	8	.	11	6	-15	0

#33 O=C1CCCC2=C1C(c1cccs1)Nc1ccc(C(=O)c3ccccc3)cc1N2 (stereo not drawn)
#34 COc1ccc(C(=O)C2C(=O)c3ccccc3C2=Nc2ccccc2)cc1 (stereo not drawn)
#35 Cc1ccc(O)c(CNc2ccccn2)c1
#36 CC(=O)c1cccc(NC(=O)COc2ccc(C)cc2C)c1
#37 Nc1ccc(-c2nnc(-c3ccccc3)o2)cc1
#38 COc1ccccc1Nc1nc(N)nc(CN2CCN(Cc3ccccc3)CC2)n1
#39 O=C(Nc1ccccc1C(F)(F)F)c1cc(-c2ccc(O)cc2)on1
#40 CC(C)CCNC(=O)Cn1c(NCCC(C)C)nc2c1c(=O)n(C)c(=O)n2C
Screen / compound no.	33	34	35	36	37	38	39	40
BAP1 inh	95	.	93	.	.	99	112	94
HePTP inhibitor	5	8	-10	-6	12	3	10	8

#41 Cc1ccc(Br)cc1S(=O)(=O)n1nnc2ccccc21
#42 COc1ccc(N2CC(C(=O)N/N=C/c3cccs3)CC2=O)cc1 (stereo not drawn)
#43 COc1ccc(-n2c(C)nc3c(cnn3-c3ccc(Cl)cc3)c2=O)cc1
#44 O=C(CCc1ccccc1)Nc1ccc(Cl)c([N+](=O)[O-])c1
#45 CCC(=O)N1c2ccccc2C(N(C(=O)c2ccccc2)c2cccc([N+](=O)[O-])c2)CC1C (stereo not drawn)
#46 O=C(CSc1nnnn1-c1cccc2c1CCCC2)N1CCOCC1
#47 C=CCN1C(=Nc2ccccc2)SC/C1=C\C(=O)OC
#48 CCOC(=O)CCCCC(=O)NC(CO)C(=O)NC (stereo not drawn)
Screen / compound no.	41	42	43	44	45	46	47	48
BAP1 inh	.	.	108	.	.	.	.	136
HePTP inhibitor	-3	1	4	-9	-1	0	8	2

#49 COc1cc(-c2nc(-c3ccncc3)no2)cc(OC)c1OC
#50 CN1C(=O)CC(C(=O)Nc2ccccc2F)SC1=Nc1ccc2c(c1)OCO2 (stereo not drawn)
#51 N#CC(C#N)=C1C(Cl)=C(Cl)c2ccccc21
#52 CCOc1cc(OCC)cc(C(=O)Nc2ccc(Cc3ccncc3)cc2)c1
#53 Cc1nc2ccc(NC(=S)N3CCCC3)cc2nc1C
#54 O=C1N=C(N2CCCCCC2)S/C1=C\c1ccc(O)cc1
#55 O=C(O)/C=C/c1cnc[nH]1
#56 C/C(=N\OC/C(O)=C(\C#N)c1nc2ccccc2[nH]1)c1ccc(Br)cc1
Screen / compound no.	49	50	51	52	53	54	55	56
BAP1 inh	95	55	.	.	.	.	101	.
HePTP inhibitor	10	.	12	-3	-5	4	.	3

#57 Cc1cccnc1Nc1nc(-c2ccc(O)cc2O)cs1
#58 O=C(COc1ccccc1)Nc1cccc(NC(=O)c2ccc(Cl)cc2Cl)c1
#59 CSc1ccccc1NC(=O)c1cnccn1
#60 CCOC(=O)C1=C(C)NC(=O)NC1c1ccc(OC)c([N+](=O)[O-])c1 (stereo not drawn)
#61 Nn1c(Nc2ccccc2)nc2sc3c(c2c1=O)CCC3
#62 Cc1nc(/N=C(/N)NC(=O)c2ccccc2N)nc2ccccc12
#63 CCn1ncc(Br)c1C(=O)Nc1cc(C(=O)OC)ccc1C(=O)OC
#64 O=C(O)C1CCCCC1C(=O)NCCCN1CCOCC1 (stereo not drawn)
Screen / compound no.	57	58	59	60	61	62	63	64
BAP1 inh	105	.	60	.	64	.	95	86
HePTP inhibitor	12	4	8	-14	6	-9	8	1

#65 COC(=O)CNc1nc(-c2ccccc2F)nc2ccccc12
#66 O=S(=O)(c1ccc2c(c1)OCCO2)N1CCN(Cc2ccc3c(c2)OCO3)CC1
#67 COc1ccc(OC)c(-n2c(SCC(N)=O)nnc2-c2c[nH]c3ccccc23)c1
#68 CN(C)CCSc1nnc(-c2ccccc2)o1
#69 COc1ccc(CCN2C(=O)CSC2c2ccc(F)cc2)cc1OC (stereo not drawn)
#70 CS(=O)(=O)N(CC(=O)NCCSCc1ccccc1)c1cccc(Br)c1
#71 C/C(=N/NC(=O)c1ccoc1C)c1cccc(NC(=O)c2ccc(Cl)cc2Cl)c1
#72 Cc1cc(C)cc(N2C(=O)CC(N3CCOCC3)C2=O)c1 (stereo not drawn)
Screen / compound no.	65	66	67	68	69	70	71	72
BAP1 inh	98	114	99	110	.	.	.	95
HePTP inhibitor	0	7	11	5	4	4	13	14

#73 O=C1N=c2ccc(Br)cc2=C1c1sc(=S)n(NC(=O)c2ccccc2[N+](=O)[O-])c1O
#74 CCOC(=O)C1NN=C(C(=O)c2ccccc2)C1c1ccc(OC)cc1 (stereo not drawn)
#75 CC(C)CC(=O)Nc1ccc(I)cc1C(=O)O
#76 Cn1c(NC(=O)c2ccco2)c(-c2ccccc2)c(=O)c2ccccc21
#77 CCOC(=S)N/C(=N/S(C)(=O)=O)c1ccccc1
#78 Cc1ccc(S(=O)(=O)c2cc(NS(=O)(=O)c3ccc(Cl)cc3)c3ccccc3c2O)cc1
#79 CCOC(=O)c1c(-c2ccccc2)csc1NC(=O)c1nn(CC)cc1Br
#80 CCOc1ccc(-c2csc(/C(C#N)=C/c3ccc(Cl)cc3)n2)cc1
Screen / compound no.	73	74	75	76	77	78	79	80
BAP1 inh	.	.	.	90	.	.	.	.
HePTP inhibitor	-8	104*	7	5	6	8	-3	-2

#81 Cc1cccc(-n2nnnc2SCC(=O)c2cc(C)n(Cc3ccco3)c2C)c1
#82 COc1ccc(C)cc1NC(=O)CN(Cc1nnc(-c2ccc(Cl)cc2)o1)C1CCCC1
#83 Cc1cc(C(=O)n2cnc3c(N)ncnc32)co1
#84 COc1nc(NS(=O)(=O)c2ccc(NC(C)=O)cc2)nc(C)c1Cl
#85 COc1ccc(Cn2c(SC)nc3ccccc32)cc1
#86 Cc1ccc(C)c(C2=CSC3=NCCN23)c1
#87 CC(C)=C1C2C=CC1C1C(=O)N(c3ccc(C)c(C)c3)C(=O)C21 (stereo not drawn)
#88 CCc1nnc(NC(=O)OCc2ccccc2)s1
Screen / compound no.	81	82	83	84	85	86	87	88
BAP1 inh	55	.	.	.	.	107	.	.
HePTP inhibitor	6	14	-9	6	-8	-5	5	-12

#89 CCOC(=O)c1sc(NC(=O)c2ccco2)nc1C
#90 O=C(Oc1ccc2cccc(OC(=O)N3CCOCC3)c2c1)N1CCOCC1
#91 CCN(CC)CCCNC(=O)c1ccccc1C
#92 CCOC(=O)c1c(NC(=O)CN2CCOCC2)sc2c1CCCC2
#93 O=c1oc2c3c4c(cc2c2c1CCC2)OCCN4CCC3
#94 COc1ccc(CN2CCN(C(=O)C3CC(=O)N(C4CCCCCC4)C3)CC2)c(OC)c1OC (stereo not drawn)
#95 Cc1ccc(/C(O)=C2\C(=O)C(=O)N(c3nncs3)C2c2cccc(Br)c2)cc1 (stereo not drawn)
#96 CC1CCc2sc3nc(NCc4ccco4)n4ncnc4c3c2C1 (stereo not drawn)
Screen / compound no.	89	90	91	92	93	94	95	96
BAP1 inh	85	108	94	156	.	101	.	61
HePTP inhibitor	4	11	3	6	-4	4	-15	-2

#97 N#Cc1ccc(CSc2nnc(Nc3ccccc3)s2)cc1
#98 CC1=C(C(=O)OCc2ccccc2)C(c2ccccc2Br)C2=C(CC(c3ccccc3)CC2=O)N1 (stereo not drawn)
#99 CCOC(=O)C1=NNC2C(=O)N(c3cccc(Br)c3)C(=O)C12 (stereo not drawn)
#100 Clc1cccc(Cl)c1Cn1nnc(-c2cccs2)n1
#101 COC(=O)c1cc2c(=O)n3ccccc3nc2n(C)c1=N
#102 c1ccc(-n2c(SCc3ccncc3)nnc2-c2ccco2)cc1
Screen / compound no.	97	98	99	100	101	102
BAP1 inh	92	141	.	88	.	97
HePTP inhibitor	5	.	-4	6	11	9&5

Shown as a hit in HePTP inhibitor, of those listed so far:
#74 CCOC(=O)C1NN=C(C(=O)c2ccccc2)C1c1ccc(OC)cc1 (stereo not drawn)
Screen / compound no.	74
BAP1 inh	.
HePTP inhibitor	104*

Compound activity as filed in PubChem BioAssay.
